RORgamma inh: qHTS for inhibitors of ROR gamma transcriptional activity; Drosophila S2 Gal4-RORgamma UAS-luciferase reporter, 20 h; 5.4% of 310,000 active; Potency, µM (highest dose often 53.6 µM), inactives show at the highest dose activity change, negative = inhibition, actives largely listed as inhibitors; also: % is scaled to controls: 0 for no effect and ±100 for the full control effect; nearly all actives have a fitted effect of over 60% in size
Target sequence (P51450 whole entry, looked up, the tested form may be a part): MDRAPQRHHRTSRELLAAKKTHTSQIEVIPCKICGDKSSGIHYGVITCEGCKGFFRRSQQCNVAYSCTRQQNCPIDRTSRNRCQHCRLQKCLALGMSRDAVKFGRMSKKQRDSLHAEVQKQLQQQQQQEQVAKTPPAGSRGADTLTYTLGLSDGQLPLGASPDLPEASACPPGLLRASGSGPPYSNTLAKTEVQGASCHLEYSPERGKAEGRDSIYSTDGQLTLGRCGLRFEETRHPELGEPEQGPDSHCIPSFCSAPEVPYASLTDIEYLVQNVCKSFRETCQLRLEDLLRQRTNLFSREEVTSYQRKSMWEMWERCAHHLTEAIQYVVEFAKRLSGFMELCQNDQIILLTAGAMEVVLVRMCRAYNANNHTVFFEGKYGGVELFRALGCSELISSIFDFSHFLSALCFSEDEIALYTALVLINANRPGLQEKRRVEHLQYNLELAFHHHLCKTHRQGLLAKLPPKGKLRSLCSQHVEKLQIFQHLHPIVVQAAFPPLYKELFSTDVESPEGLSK
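In this cell-based reporter format, copper sulfate (700 uM final) drives Gal4–ROR gamma fusion expression from a metallothionein promoter in Drosophila Schneider cells; compounds preincubated 1 hr, reporter read after 20 hr at ambient temperature.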
ELG1 genotox: qHTS screen for small molecules that induce genotoxicity in human embryonic kidney (HEK293T) cells expressing luciferase-tagged ELG1; 1.3% of 330,000 active; AID 504466, 2011; HEK293T ELG1-luciferase reporter, luminescence, 16 h; Potency, µM (series often up to 46 µM), without a hit: at the top dose activity change, positive = activation, most hits filed as activators; also: % of control where 0% means no effect; nearly all actives have a fitted effect of over 60% in size
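Cells (2,000/well) expressing the ELG1-luciferase fusion are dosed by pin tool and kept 16 hr at 37 °C, 5% CO2. Signal comes from ONE-Glo luciferase reagent after 30 min at room temperature.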
BRCA1 expr up: qHTS Assay to Identify Small Molecule Activators of BRCA1 Expression; MCF7-BRCA1-FFLuc reporter, luminescence, 48 h; response scale: scaled: vehicle 0%, 10 µM genistein 100%; AID 624202, 2012; Potency, µM (series often up to 46.1 µM), without a hit: at the highest dose activation, hits mostly activators; 1.1% of 380,000 active; also: nearly all actives have a fitted effect of over 80% in size; some results filed as inactive show a strong effect at the top dose
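Compounds are tested at multiple concentrations on MCF7 BRCA1-luciferase reporter cells seeded at 2000 per well; after 48 h, a single luminescence end-point is taken and curves fitted to the normalized data.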
CXXC DNA block: qHTS Fluorescence Polarization Assay for Inhibitors of MLL CXXC domain - DNA interaction | AID 2662, 2010 | 0.037% of 290,000 active | Potency, µM (top dose mostly 115 µM), inactives show at the highest dose activity change, negative = inhibition, hits mostly inhibitors | MLL-CXXC / FITC-HOXA9 DNA fluorescence polarization; active = well fitted inhibition curve with a large enough effect in the polarisation, with a control signal flat, not every such curve was filed as active; inconclusive = small, poorly fitted or top-dose-only effect, or effect the other way, or a change in a side signal; inactive = no such curve, though single readings can be large or run the other way; the % refers to the polarisation
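Fluorescence polarization: 7 uM MLL-CXXC (stock) preincubated 5 min with compounds, then 50 nM fluorescein-HOX-A9 DNA (stock) added; 30 min ambient. Buffer 50 mM Tris-HCl pH 7.5, 50 mM NaCl, 1 mM DTT, 0.05% BSA.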
NPC1 prom act: qHTS Assay for NPC1 Promoter Activators | Huh7 NPC1 promoter luciferase reporter, 24 h | Potency, µM (series often up to 9.22 µM), inactives show at the highest dose activation, actives largely listed as activators | 2.4% of 320,000 active | AID 485313, 2010;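 also: % of control where 0% means no effect; nearly all actives have a fitted effect of over 60% in size; reporter is driven by a mutant NPC1 promoter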
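Stably transfected Huh7 (NPC1 promoter→luciferase), 1500 cells/well in Opti-MEM + 10% FBS, 2 h settle, then compound 24 h at 37 °C. Luminescence after 10 min with Amplite reagent.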
uPA generation: qHTS for Inhibitors of Cell Surface uPA Generation; cell surface uPA generation assay, qHTS; Potency, µM (highest dose often 38.3 µM), for the others: at the highest dose activity change, negative = inhibition, actives largely listed as inhibitors; 0.31% of 330,000 active; active = well fitted inhibition curve with a large enough effect; inconclusive = small, poorly fitted or top-dose-only effect; inactive = no such curve, though single readings can be large or run the other way; tested in mouse RAW 264.7 cells; also: % is scaled to controls: 0 for no effect and ±100 for the full control effect; nearly all actives have a fitted effect of over 55% in size
MBNL1-CUG inh: qHTS Assay for Inhibitors of MBNL1-poly(CUG) RNA binding; Muscleblind-like protein 1 (Homo sapiens), Q9NR56; TR-FRET MBNL1-His/biotin-(CUG)12 binding, 665/545 ratio; Potency, µM (doses to about 57.5 µM), for the others: at the highest dose activity change, negative = inhibition, usual class: inhibitors; 0.036% of 280,000 active; AID 2675, 2010; active = well fitted inhibition curve with a large enough effect in the signal ratio, with a control signal flat, not every such curve was filed as active; inconclusive = small, poorly fitted or top-dose-only effect, or effect the other way, or a change in a side signal; inactive = no such curve, though single readings can be large or run the other way; the % refers to the signal ratio; also: % is scaled to controls: 0 for no effect and ±100 for the full control effect
Target sequence (Q9NR56 whole entry, looked up): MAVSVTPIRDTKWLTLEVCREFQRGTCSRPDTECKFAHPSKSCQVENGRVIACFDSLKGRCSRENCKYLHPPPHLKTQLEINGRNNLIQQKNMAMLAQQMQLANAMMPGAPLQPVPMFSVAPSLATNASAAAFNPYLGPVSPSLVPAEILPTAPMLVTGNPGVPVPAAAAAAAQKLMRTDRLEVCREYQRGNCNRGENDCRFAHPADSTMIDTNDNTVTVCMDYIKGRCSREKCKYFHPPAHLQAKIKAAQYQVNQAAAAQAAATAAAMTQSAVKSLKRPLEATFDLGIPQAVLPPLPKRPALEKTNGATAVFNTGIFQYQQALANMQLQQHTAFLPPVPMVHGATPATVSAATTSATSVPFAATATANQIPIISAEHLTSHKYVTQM
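MBNL1-His + Biotin-(CUG)12, cpd titration 92 nM–58 uM; Tb anti-His Ab 0.055 ng/ul, SA-XL665 5 nM (final); 60 min RT; ratiometric 665/545 nm, Ex 340 nm; normalized to buffer and full-complex controls.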
FLuc modulator: qHTS profiling assay for firefly luciferase inhibitor/activator using purifed enzyme and Km concentrations of substrates (counterscreen for miR-21 project) | Potency, µM (doses to about 57.5 µM), for inactives: at the highest dose activity change, negative = inhibition, actives largely listed as inhibitors | 6.9% of 360,000 active | Luciferin 4-monooxygenase (Photinus pyralis), P08659 | purified FLuc, Km substrates, luminescence inhibition;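 also: plate controls were vehicle for no effect and reference inhibitor for full effect; nearly all actives have a fitted effect of over 55% in size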
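Purified P. pyralis luciferase, 10 nM final, with Km-level 10 uM D-luciferin and 10 uM ATP in 50 mM Tris acetate pH 7.5, 10 mM Mg acetate, 0.01% Tween-20, 0.05% BSA; 6-point qHTS titration about 60 µM downward; luminescence read.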
Rab9 promoter act: qHTS Assay for Rab9 Promoter Activators | Huh7 Rab9 promoter-luciferase reporter, luminescence, 24 h | Potency, µM (series often up to 9.22 µM), for inactives: at the highest dose activation, negative = inhibition, most hits filed as activators | 2.8% of 320,000 active; also: % of control where 0% means no effect; nearly all actives have a fitted effect of over 60% in size
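Huh7 reporter line, Rab9 promoter upstream of luciferase. Compound exposure 24 h at 37 °C in reduced-serum medium with 10% FBS. Read-out: luminescence.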
p53 reactivation: qHTS assay for re-activators of p53 using a Luc reporter. H1299 p53-A138V BP100-luciferase reporter, luminescence, 24 h. Potency, µM (titrated, usually from 92.2 µM), for the others: top-dose activity change, positive = activation, hits mostly activators. 0.063% of 320,000 active. AID 504706, 2011; also: % of control where 0% means no effect; nearly all actives have a fitted effect of over 45% in size
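p53-null H1299 cells stably carrying temperature-sensitive p53-A138V and a BP100-luciferase reporter were pinned with compounds (4-point, 1:5 series) and held 24 hrs at 37 deg C. Luminescence was read 10 min after detection reagent.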
VP16 counter: VP16 counterscreen qHTS for inhibitors of ROR gamma transcriptional activity; 3.5% of 310,000 active; Drosophila S2 Gal4-VP16 UAS-luciferase, luminescence, 20 h; Potency, µM (series often up to 53.6 µM), inactives show at the top dose activity, negative = inhibition, hits mostly inhibitors; AID 2546, 2010;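 also: Gal4-VP16 expression switched on by copper sulfate through the metallothionein promoter; % is scaled to controls: 0 for no effect and ±100 for the full control effect; nearly all actives have a fitted effect of over 50% in size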
* = called active by the depositor; ? = inconclusive; . = no result given; & = joins results of further samples; [ ] = another dose, or the depositor's remark. Unless noted, calls follow the shape of the dose curve; as a rule, active = well fitted curve in the direction sought with a large enough effect; inconclusive = small, poorly fitted or top-dose-only effect, or another doubt; inactive = no such curve, though single readings can be large; an effect the other way counts as inactive or inconclusive. Potency is read from the fitted curve at half-maximal effect. A portion of the library; the hit share may differ from the screen's.

1: Cc1cccc(NC(=S)NCc2ccccn2)c1
2: Cc1ccc(S(=O)(=O)N2CCN(C(=O)CCC(=O)NC3CCCc4ccccc43)CC2)cc1 (stereo not given)
3: CCOc1ccc(NC(=O)CCS(=O)(=O)c2ccc(Br)cc2)cc1
4: Cc1sc2c(c1C)C(O)=C(C(=O)Nc1ccccc1)S(=O)(=O)N2C
5: CN(C)C(=O)C1C2NC(=S)N(c3ccccc3)C1(C)Oc1ccccc12 (stereo not given)
6: CCOc1ccc(C(=O)Nc2ccc(N3CCN(C)CC3)cc2)cc1[N+](=O)[O-]
7: COc1cccc(-c2nc(=S)c3c(n2CCCO)CCCC3)c1
8: S=C(Nc1ccc2c(c1)OCCO2)Nc1ccccc1Cl
compound no.	1	2	3	4	5	6	7	8
RORgamma inh	5µM*	16%	2%	-1%	-34%	-1%	-38%	?
ELG1 genotox	1%	-8%	0%	-8%	14%	2%	-1%	?
BRCA1 expr up	40%	-22%	-30%	-39%	1%	1%	10%	64%
CXXC DNA block	-3%	-4%	2%	0%	-4%	-7%	8%	-25%
NPC1 prom act	-2%	-1%	-5%	10%	-5%	-1%	1%	19%
uPA generation	-2%	1%	-5%	1%	-3%	-5%	-4%	-1%
MBNL1-CUG inh	3%	-5%	-2%	.	0%	?	-2%	0%
FLuc modulator	3%	0%	6%&-6%	?	2%	?	6%	15µM*
Rab9 promoter act	-7%	4%	-1%	-3%	-1%	-4%	-2%	25%
p53 reactivation	0%	-5%	-3%	-6%	1%	7%	4%	18%
VP16 counter	?	-7%	5%	?	-4%	-17%[10 µM]	3%	?

Individual results from the entries so far.
Under FLuc modulator, S=C(Nc1ccc2c(c1)OCCO2)Nc1ccccc1Cl has the entry 15µM*
Under CXXC DNA block, Cc1ccc(S(=O)(=O)N2CCN(C(=O)CCC(=O)NC3CCCc4ccccc43)CC2)cc1 (stereo not given) has the entry -4%
Under Rab9 promoter act, CCOc1ccc(C(=O)Nc2ccc(N3CCN(C)CC3)cc2)cc1[N+](=O)[O-] has the entry -4%

Next part.
9: COc1ccc2nc3oc(C(=O)N4CC(C)CC(C)C4)cc3cc2c1 (stereo not given)
10: COCCNC(=O)c1ccc(N(C)S(=O)(=O)c2ccc(OC)c(OC)c2)cc1
11: CC1N(C(=O)N2CCOCC2)CCN1S(=O)(=O)c1cccc(C(F)(F)F)c1 (stereo not given)
12: CN(Cc1nc2ccccc2n1C)c1ccccc1
13: CCN(C(=O)COC(=O)C1CCN(S(=O)(=O)c2ccc(C)c(C)c2)CC1)C1CCS(=O)(=O)C1 (stereo not given)
14: CCOC(=O)CCCCC(=O)c1[nH]c(=O)[nH]c1CSc1nnc2c3ccccc3n(C(C)C)c2n1
15: CCC(Sc1nc2ccsc2c(=O)n1-c1ccc(Cl)c(C)c1)C(=O)NCc1ccco1 (stereo not given)
16: O=C(c1ccccc1)N1CCN(C(=S)NCc2ccc3c(c2)OCO3)CC1
compound no.	9	10	11	12	13	14	15	16
RORgamma inh	14%	27%	-35%	11µM*	.	-11%	?	12%
ELG1 genotox	3%	1%	-2%	4%	7%	0%	-3%	0%
BRCA1 expr up	65%	-9%	14%	20%	11%	-40%	-38%	-6%
CXXC DNA block	-2%	-4%	3%	-4%	.	?	7%	-3%
NPC1 prom act	-1%	1%	-4%	0%	0%	0%	1%	-3%
uPA generation	-17%	-10%	-6%	-8%	13%	-2%	1%	?
MBNL1-CUG inh	?	-3%	-4%	8%	.	28µM*	-7%	0%
FLuc modulator	21µM*	2%	0%	-13%	-1%	-2%	4%	0%
Rab9 promoter act	12%	-3%	0%	5%	1%	1%	-4%	0%
p53 reactivation	10%	9%	0%	.	7%	-5%	-6%	-5%
VP16 counter	-5%	-2%	7%	?	.	-3%	25%	3%

17: O=C(CCC(=O)OCC(F)(F)C(F)F)Nc1ccccc1F
18: O=S(=O)(NCc1ccccc1)c1ccc(S(=O)(=O)N2CCCCC2)cc1
19: O=C(CSc1nnc(Cc2ccccc2)n1Cc1ccco1)NC1CCCC1
20: CCn1nnc(NC(=O)c2ccccc2Br)n1
21: Cc1ccc(/C=N/n2cnnc2)s1
22: Cc1c(CC=C(Cl)Cl)c(=O)[nH]c2c(C)cccc12
23: Cc1ccc(S(=O)(=O)N2CC(=O)Nc3ccccc32)cc1C
24: COc1ccc(C(=O)Nc2ccc(CN3CCS(=O)(=O)CC3)cc2)cc1
compound no.	17	18	19	20	21	22	23	24
RORgamma inh	-19%	5%	19%	8%	11%	3%	6%	23%
ELG1 genotox	1%	1%	-4%	?	3%	0%	-3%	-2%
BRCA1 expr up	19%	-1%	-4%	46%	3%[1.84 µM]	-1%	6%	14%
CXXC DNA block	0%	17%	1%	2%	-4%	5%	0%	-4%
NPC1 prom act	-4%	1%	-1%	12%	1%	1%	2%	-4%
uPA generation	4%	.	.	.	-3%	0%	6%	8%
MBNL1-CUG inh	-2%	-2%	-2%	-10%	21%	31%[activator]	-9%	-4%
FLuc modulator	-1%	0%	0%	-19%	-2%	8%	-1%	?
Rab9 promoter act	-2%	-4%	9%	?	0%	-1%	-3%	-4%
p53 reactivation	0%	4%	-5%	?	5%	13%	-11%	-1%
VP16 counter	1%	0%	-2%	-3%	-10%	-7%	-3%	7%

Three of the entries above in order of the Rab9 promoter act value, low to high.
No. | smiles | Rab9 promoter act
18 | O=S(=O)(NCc1ccccc1)c1ccc(S(=O)(=O)N2CCCCC2)cc1 | -4%
17 | O=C(CCC(=O)OCC(F)(F)C(F)F)Nc1ccccc1F | -2%
19 | O=C(CSc1nnc(Cc2ccccc2)n1Cc1ccco1)NC1CCCC1 | 9%

Next structures:
25: CCCCNC(=O)CCn1c(=O)c2ccccc2n(Cc2ccccc2C)c1=O
26: CCN(Cc1ccccc1)C(=O)CC(=O)N(CC)Cc1ccccc1
27: O=C(COC(=O)C1CC2CCCC(C1)C2=O)Nc1nc(-c2ccc(F)c(F)c2)cs1 (stereo not given)
28: CCOc1ccc(C(=O)OCCCN(C)C)cc1
29: CC(=O)N1N=C(c2ccccc2OC(=O)/C=C/c2ccccc2)CC1c1ccccc1 (stereo not given)
30: CCCCOC(=O)c1ccc(NS(=O)(=O)c2cc(-c3nnnn3CC)ccc2OC)cc1
31: CC(=O)c1ccc(S(=O)(=O)N2CCN(c3ccccc3F)CC2)cc1
32: O=C(CCS(=O)(=O)c1ccccc1)N(CCCN1CCOCC1)c1nc2c(F)cccc2s1
compound no.	25	26	27	28	29	30	31	32
RORgamma inh	11%	6%	.	0%	38%	42%	?	.
ELG1 genotox	1%	-2%	8%	7%	-5%	-9%	0%	?
BRCA1 expr up	-11%	3%	84%	15%	-2%	-20%	-20%	-78%
CXXC DNA block	4%	-5%	.	23%	46%[activator]	1%	-12%	.
NPC1 prom act	-3%	1%	12%	-1%	0%	-3%	-10%	-1%
uPA generation	-2%	0%	-1%	0%	-2%	-4%	-2%	?
MBNL1-CUG inh	.	-6%	.	?	-6%	-7%	-17%	.
FLuc modulator	1%	0%	0%	5%	-1%	2%	0%	0%
Rab9 promoter act	-5%	-10%	4%	1%	-2%	2%	-21%	12%
p53 reactivation	1%	0%	12%	-1%	-3%	10%	6%	-22%
VP16 counter	-1%	-6%	.	-3%	9%	1%	-3%	.

33: Cc1ccc(C(=O)N2CCN(c3ccccc3F)CC2)cc1NC1=NC2CS(=O)(=O)CC2S1 (stereo not given)
34: COc1ccc(CCNC(=O)c2ccc(N3CCCCS3(=O)=O)cc2)cc1OC
35: O=C1C(Cc2ccc(O)cc2)NC(=S)N1Cc1ccccc1 (stereo not given)
36: Cc1ccc(CNC(=O)C2CC(=O)N(C3CCCC3)C2)cc1 (stereo not given)
compound no.	33	34	35	36
RORgamma inh	-10%	5%	-9%	.
ELG1 genotox	0%	2%	-8%	-2%
BRCA1 expr up	2%	28%	1%	9%
CXXC DNA block	3%	3%	23%	.
NPC1 prom act	0%	-1%	-2%	0%
uPA generation	-7%	7%	2%	5%
MBNL1-CUG inh	-6%	1%	-9%	.
FLuc modulator	4%	-6%	-1%	-1%
Rab9 promoter act	-12%	-5%	-7%	-6%
p53 reactivation	6%	-6%	3%	12%
VP16 counter	0%	8%	4%	.
